High-throughput results deposited in PubChem by several laboratories.
TRPC4 inh: inhibitors of mouse TRPC4 channel, primary screen, Fluo4 calcium, HEK293 TRPC4beta/mu-opioid cells; Short transient receptor potential channel 4 (Mus musculus), Q9QUQ5; DAMGO-evoked Fluo4 calcium flux; hits give low values; B-score at 10 µM; 300,000 tested, 0.39% active;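 active means B-score over 3 SD under the library average, no early fluorescence shift, positive overall ratio signal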
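Test system – stable TRPC4beta/mu-opioid receptor HEK293 cells · Probe or stimulus – DAMGO, a submaximal dose followed by a maximal one · Dosing – one concentration per compound · Signal – Fluo4 calcium fluorescence by kinetic imaging, 5 s 1 Hz baseline · Evaluation – per-well B score of integrated baseline-normalized Fluo4 ratio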
MrgX1 agonist: agonists of human MrgX1 receptor, primary screen, HEK293 cells, Fluo-4 calcium flux; Fluo-4 calcium fluorescence, agonist mode; hits give high values; B-score at 10 µM; 310,000 tested, 0.44% active; AID 588627, 2011;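 active means calcium response B-score plate-corrected fluorescence ratio at least 3 library SD, with starting fluorescence B-score inside 5 SD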
Target sequence (Q96LB2 whole entry, looked up): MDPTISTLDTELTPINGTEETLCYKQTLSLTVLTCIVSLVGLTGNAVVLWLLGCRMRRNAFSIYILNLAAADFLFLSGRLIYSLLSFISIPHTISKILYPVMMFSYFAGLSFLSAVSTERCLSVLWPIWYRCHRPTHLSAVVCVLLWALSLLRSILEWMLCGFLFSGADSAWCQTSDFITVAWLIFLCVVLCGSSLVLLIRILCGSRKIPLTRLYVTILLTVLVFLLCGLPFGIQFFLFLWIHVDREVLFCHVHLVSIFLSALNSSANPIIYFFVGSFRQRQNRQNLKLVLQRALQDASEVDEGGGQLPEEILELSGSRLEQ
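Material – MrgX1-expressing HEK293 cells · Input – 15,000 cells seeded per well · Dosing – compound as first of three additions · Times – overnight seeding, then 1 h dark dye loading · Measured by – kinetic Fluo-4 NW fluorescence of intracellular calcium · Read-out – B-scored fluorescence response ratio · Benchmarks – positive and negative control wells on each plate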
TRPC4 potent: positive allosteric modulators of TRPC4, primary screen, cell-based, mouse TRPC4beta, HEK293 mu-opioid, Fluo-4 calcium; Short transient receptor potential channel 4 (Mus musculus), Q9QUQ5; DAMGO EC20, Fluo-4 Ca2+ flux; hits give high values; B-score at 10 µM; 310,000 tested, 0.42% active; AID 2227, 2009;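 active means B-score of calcium response area above 5 SD of library B-scores, with initial fluorescence ratio within 5 SD of library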;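 further: B-score of integrated fluorescence ratio over time as area under calcium response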
ANO1 activ: TMEM16A chloride channel activators or potentiators, primary screen, cell-based, HTS. Anoctamin-1 (Mus musculus), Q8BHY3. HEK293 TMEM16A/YFP-H148Q/I152L, iodide quench fluorescence; hits give low values. B-score at 10 µM. 340,000 tested, 0.3% active;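 active means fluorescence-ratio B-score plate-corrected deviation score at least 3 library SD below zero, with starting fluorescence score within 5 deviations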;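 further: channel opened by trigger with iodide after compound preincubation; score built on the fluorescence ratio of max minus min over baseline; more negative score means more quench and so TMEM16A activation or potentiation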
TRPC4 agonist: activators of mouse TRPC4 channel, primary screen, Fluo4 calcium, HEK293 TRPC4beta/mu-opioid cells; Fluo4 calcium fluorescence; hits give high values; B-score at 10 µM; 310,000 tested, 0.49% active; AID 2237, 2010;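 active means B-score above 5 SD of library B-scores, and initial fluorescence ratio not above library mean plus 5 SD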;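 further: positive B-score marks a calcium rise read as TRPC4 activation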
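Test system: HEK293 cells stably co-expressing mouse TRPC4beta and mu-opioid receptor | Schedule: Fluo4 dye loading 45 min at room temperature, 110 s recording | Measured by: Kinetic Fluo4 calcium fluorescence, 5 s baseline at 1 Hz | Evaluation: B score of integrated ratio | Controls: Buffer (low) and maximal DAMGO (high)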
TRPC6 inhibitor: mouse TRPC6 channel inhibitors, primary screen, cell-based, HEK293, membrane potential dye. Short transient receptor potential channel 6 (Mus musculus), Q61143. ACh-evoked depolarization; hits give low values. B-score at 10 µM. 310,000 tested, 1.1% active. AID 2553, 2010;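 active means B-score under library mean minus 3 SD, initial fluorescence not abnormally high, positive integrated signal ratio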;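 further: B-score derived from integrated fluorescence ratio over the kinetic read; more negative B-score means stronger inhibition of depolarization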
TRPC6 activator: mouse TRPC6 channel activators, primary screen, cell-based, HEK293, membrane potential dye. B-score at 10 µM. Short transient receptor potential channel 6 (Mus musculus), Q61143. AID 2550, 2010. HEK293-TRPC6 membrane potential dye fluorescence; hits give high values. 310,000 tested, 0.13% active;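 active means B-score of the integrated fluorescence ratio above library mean plus 3 SD, and starting fluorescence ratio within library mean plus 5 SD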;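 further: higher score means more depolarization so channel activation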
MrgX1 allo act: positive allosteric modulators of MrgX1, primary screen, HEK293 cells, Fluo-4 calcium flux. Mas-related G-protein coupled receptor member X1 (Homo sapiens), Q96LB2. 310,000 tested, 0.63% active. FDSS; hits give high values. AID 588675, 2011. B-score at 10 µM;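 active means plate-corrected calcium response at least 3 library SD above typical, normal starting fluorescence, not activating the receptor alone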;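 further: compound read alongside a low EC10 to EC30 dose of BAM8-22 agonist; peak minus trough fluorescence over baseline measured at the second addition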
MrgX1 antag: antagonists of human MrgX1 receptor, primary screen, HEK293 cells, Fluo-4 calcium flux | BAM8-22 antagonism; hits give low values | B-score at 10 µM | 310,000 tested, 1.3% active;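 active means calcium-response B-score plate-corrected more than 3 library SD below zero, starting fluorescence within 5 deviations, no agonist response on first addition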;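 further: peak minus trough fluorescence over baseline after final BAM8-22 challenge near maximal dose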
ANO1 block: TMEM16A chloride channel inhibitors, primary screen, cell-based, HTS; Anoctamin-1 (Mus musculus), Q8BHY3; 310,000 tested, 1.2% active; HEK293 TMEM16A/YFP iodide influx fluorescence, ionomycin; AID 588511, 2011; normalized B-score (activity score, 25-100; higher = stronger inhibition) at 10 µM;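 active means ratio plate-corrected score three or more library SD toward inhibition, starting fluorescence score within five deviations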;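 further: score derived from kinetic fluorescence span divided by baseline fluorescence per well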
SKKanGAS inh: S. pyogenes SKKanGAS growth inhibitors in kanamycin, primary screen, streptokinase expression inhibitor project, SKKanGAS strain, BacTiter-Glo luminescence; 6 h; inhibition, % at 7.5 µM; 300,000 tested, 1.3% active; AID 1662, 2009;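 active means mean replicate score, as percent of positive control median, at least 50; inconclusive means mean below 50 but one replicate at or above 50; inactive means mean and every replicate below 50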;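 further: strain carries kanamycin resistance gene driven by streptokinase promoter and grows in 40 µg/ml kanamycin; loss of luminescence reflects streptokinase promoter inhibition or plain growth inhibition; 0% = median of DMSO wells and 100% = positive control at its reference dose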
An asterisk follows results filed as active; i = inactive; ? = inconclusive; nt = not tested or not shown.

SMILES	TRPC4 inh	MrgX1 agonist	TRPC4 potent	ANO1 activ	TRPC4 agonist	TRPC6 inhibitor	TRPC6 activator	MrgX1 allo act	MrgX1 antag	ANO1 block	SKKanGAS inh
Cc1ccc(C(=O)OCCOc2cccc(Cl)c2)cc1S(=O)(=O)N1CCOCC1	i	i	i	i	i	i	i	i	i	i	0
Cc1ccc(C(=O)COC(=O)c2n[nH]c(=O)c3ccccc23)cc1	i	i	i	i	i	i	i	i	i	i	-8
Cc1cc(NC(=O)CCN2CCC(C(N)=O)CC2)ccc1Br	i	i	i	i	i	i	i	i	i	i	-5
Oc1ccc(/C=C/c2ccnc3ccccc23)cc1	i	i	i	i	i	i	i	i	i	i	-4
CCN(CC(=O)Nc1ccc(NC(C)=O)cc1)C(=O)c1oc2ccccc2c1C	i	i	i	i	i	i	i	i	i	i	-31
CCOc1ccc(C(=O)CCC(=O)NC(CC(C)C)C(=O)OC)cc1 (stereo unspecified)	i	i	i	i	i	i	i	i	i	i	-1
CC1Oc2ccccc2N(CC(=O)Nc2ccc3c(c2)OCO3)C1=O (stereo unspecified)	i	i	i	i	i	i	i	i	i	i	-6
COc1ccc(-c2cc(-c3nnc(COC(=O)c4ccc(O)cc4)o3)c3ccccc3n2)cc1OC	i	i	i	i	i	i	i	i	i	i	29
CC(C)Cn1c(N)c(C(=O)COC(=O)C2=COCCO2)c(=O)n(C)c1=O	i	i	i	i	i	i	i	i	i	i	-2
COc1ccc2c(=O)c(N3C(=O)c4ccccc4C3=O)coc2c1	i	i	i	i	i	i	i	i	i	i	1
COC(=O)CC1C(=O)NCCN1C(=O)c1ccc2oc(C(C)C)nc2c1 (stereo unspecified)	i	i	i	i	i	i	i	i	i	i	-1
CCOC(=O)C1=C(O)/C(=C/c2cccc(OC)c2O)N=C1C	i	i	i	i	i	i	i	i	i	i	11
Cc1cc(-c2nn(-c3ccccc3F)cc2CNCCc2cnc[nH]2)c(C)s1	i	i	i	i	125*	i	i	i	i	i	6
COc1ccc(C(=O)Oc2ccc[nH]c2=O)cc1	i	i	i	i	i	i	i	i	i	i	-2
CCN(CC)S(=O)(=O)c1ccc(N2CCOCC2)c(NC(=O)c2ccc(C#N)cc2)c1	i	i	i	i	i	i	i	i	i	i	-25
O=C(C#Cc1ccccc1)Nc1ccccc1F	i	i	i	i	i	i	i	i	i	i	0
CCOC(=O)c1cnn(-c2cc(Oc3ccccc3C)ncn2)c1N	i	i	i	i	i	i	i	i	i	i	10
COc1ccccc1N1CCN(C(=O)CCCCn2c(=O)[nH]c3ccsc3c2=O)CC1	nt	i	nt	i	nt	nt	nt	i	i	i	nt
CCC(Oc1ccc(F)cc1)C(=O)N1CCCCCCC1 (stereo unspecified)	i	i	i	i	i	i	i	i	i	i	0
Cc1ccc(S(=O)(=O)N(CC(O)CN2CCCCC2)c2ccccc2)cc1 (stereo unspecified)	i	i	i	i	i	i	i	i	i	i	-4
Cc1c(OC(C)C(=O)NCC(O)c2ccccc2)ccc2c3c(c(=O)oc12)CCC3 (stereo unspecified)	i	i	i	i	i	i	i	i	i	i	-7
Cn1c(=O)n(CC(=O)NCC2CCCO2)c(=O)c2c3c(sc21)CCCC3 (stereo unspecified)	i	i	i	i	i	i	i	i	i	i	0
COCCCN1C(=O)C(=O)/C(=C(/O)c2ccc(S(=O)(=O)N3CCCCC3)cc2)C1c1ccc(F)cc1 (stereo unspecified)	i	i	i	i	i	i	i	i	i	i	-1
O=C(CN(C(=O)c1csnn1)c1ccc(F)cc1)NCCc1ccccc1	i	i	i	i	i	i	i	i	i	i	-3
COC(=O)c1ccc(NC(=O)CSCc2ccccc2)cc1	i	i	i	i	i	i	i	i	i	i	-2
COc1ccc(NS(=O)(=O)c2cc(N/C(=N\S(=O)(=O)c3ccccc3)c3ccc(F)cc3)ccc2Cl)cc1	i	i	i	i	i	i	i	i	i	i	31
CCCc1nnc(SCC(=O)Nc2ccc(OC)cc2)o1	i	i	i	i	i	i	i	i	i	i	5
CC(NC(=O)C(=O)Nc1nccs1)c1ccccc1 (stereo unspecified)	i	i	i	i	i	i	i	i	i	i	-5
O=C(c1cn(-c2ccccc2)nc1-c1cccs1)N1CCN(c2ccccc2)CC1	i	i	i	i	i	i	i	i	i	i	36
CCOC(=O)COc1ccc(Br)cc1/C=C/c1[nH]c(=O)[nH]c(=O)c1[N+](=O)[O-]	i	i	i	i	i	i	i	i	i	i	11
CCN1C(=O)[C@H]2[C@@H](c3ccc(C)cc3)N3C(=O)N(c4cccc(Cl)c4)C(=O)[C@@]3(Cc3ccc(Cl)cc3)[C@H]2C1=O	nt	i	nt	i	nt	nt	nt	i	i	i	nt
C=CCN1C(=O)/C(=C\c2cccc(OC(=O)c3ccco3)c2)SC1=S	i	i	i	i	i	i	i	i	i	i	10
CSc1ccc(Cl)c(C(=O)OCC(=O)NCc2ccco2)c1	i	i	i	i	i	i	i	i	i	i	0
CCCCNC(=S)N/N=C/c1ccc(C)s1	i	i	i	i	i	i	i	i	i	i	25
CCC(C(=O)NC1CCCC1)N(C(=O)Cn1nnc(-c2ccc(C)o2)n1)c1ccccc1OC (stereo unspecified)	i	i	i	i	i	i	i	i	i	i	3
CCC1(C)Cc2ccccc2-c2nc(-c3ccccc3)oc(=O)c21 (stereo unspecified)	i	i	i	i	i	i	i	i	i	i	54*
COc1cccc(-n2c(COc3ccc(C)cc3)nnc2SCC(N)=O)c1	i	i	i	nt	i	i	i	i	i	i	-4
CC(C)c1cc(CNC(=O)CC2C(=O)NCCN2CC2CCCCC2)on1 (stereo unspecified)	i	i	i	i	i	i	i	i	i	i	-12
Cn1cccc1C(C(=O)NC1CCCCC1)N(C(=O)Cc1cccs1)c1ccc2c(c1)OCO2 (stereo unspecified)	i	i	i	i	i	i	i	i	i	i	6
Cc1c(C)c(C)c(S(=O)(=O)N2CCNCC2)c(C)c1C	i	i	i	i	i	i	i	i	i	i	-5
CC1(c2nnc(-c3ccc(F)cc3)o2)CC(c2cccnc2)=NO1 (stereo unspecified)	i	i	i	i	i	i	i	i	i	i	-2
CCC(=O)Nc1ccc(N2CCC(C)CC2)cc1	i	i	i	i	i	i	i	i	i	i	-8
O=C(NC(=S)Nc1cc(Cl)ccc1N1CCOCC1)c1ccccc1[N+](=O)[O-]	i	i	i	i	i	i	i	i	i	i	-2
O=C(c1cc2nc(-c3ccco3)cc(C(F)(F)F)n2n1)N1CCN(c2ccccc2)CC1	i	i	i	i	i	i	i	i	i	i	5
CC(C)(C)c1ccc2c(c1)OC(C(=O)N/N=C\c1ccc[nH]1)CO2 (stereo unspecified)	i	i	i	i	i	i	i	i	i	i	-3
CC(NC(=O)NCCCn1ccnc1)(C(F)(F)F)C(F)(F)F	i	i	i	i	i	i	i	i	i	i	7
Cc1ccc(S(=O)(=O)c2nc(S(C)(=O)=O)sc2N2CCCCCC2)cc1	i	i	i	i	i	i	i	i	i	i	-6
COc1ccc(N(CC(=O)NCc2ccco2)S(=O)(=O)c2c(C)nn(C)c2C)cc1	i	i	i	i	i	i	i	i	i	i	-2
O=C(N/N=C\c1ccc(-c2ccc([N+](=O)[O-])cc2)o1)C1COc2ccccc2O1 (stereo unspecified)	i	i	i	i	i	i	i	i	i	i	3
CCOc1ccc(C(=O)Nc2nnc(C3=COCCO3)o2)cc1	i	i	i	i	i	i	i	i	i	i	72*
CC1CCN(S(=O)(=O)c2cccc(-c3cn4cc(Cl)ccc4n3)c2)CC1	i	i	i	i	i	i	i	i	i	i	1
Cc1cc(=O)n2nc(N3CCC(C(=O)NCc4ccccc4Cl)CC3)sc2n1	i	i	i	i	i	i	i	i	i	i	5
CCCCc1c(O)nc(SCC(=O)NCCc2ccc(OC)c(OC)c2)[nH]c1=O	i	i	i	i	i	i	i	i	i	i	5
O=C(COc1cc(F)ccc1[N+](=O)[O-])Nc1cccc(Br)c1	i	i	i	i	i	i	i	i	i	i	-13
Cn1cnnc1SCC(=O)Nc1ccccc1Sc1ccccc1	nt	i	i	i	i	i	i	i	i	i	-3
CCOC(=O)C1=C(CC)Nc2ccccc2N=C1NC(=O)c1oc2ccccc2c1C	i	i	i	i	i	i	i	i	i	i	?
CC(=O)c1ccc(OCc2ccc(C(=O)c3ccccc3)cc2)cc1	i	i	i	i	i	i	i	i	i	i	7
COc1ccc(NC(=O)Cn2nnc(C(=O)NCCc3ccc(OC)c(OC)c3)c2N)cc1	i	i	i	i	i	i	i	i	i	i	-6
CC1(C)CC2(CCO1)CNC(=O)O2 (stereo unspecified)	i	i	i	i	i	i	i	i	i	i	-13
COc1cccc(/C=N\NC(C)=O)c1OC/C=C/c1ccccc1	i	i	i	i	i	i	i	i	i	i	16
C/C(=N\NC(=O)c1cccc([N+](=O)[O-])c1)c1cccnc1	i	i	i	i	i	i	i	i	i	i	-2
CCCC(=O)Nc1c(-c2ccccc2)c(=O)c(C)nn1-c1ccc(C)cc1	i	i	i	i	i	i	i	i	i	i	1
CCc1noc(C)c1C(=O)Nc1ccc(S(=O)(=O)N2CCCCC2)cc1	i	i	i	i	i	i	i	i	i	i	19

Compounds as they come. About 6.7% of those tested had a hit in this group.
